LYPLA2 inh – LYPLA2 inhibitors, primary screen, counter-screen for PME1 inhibitor project, biochemical, fluorescence polarization, FP-Rh probe ABPP; hit rate 0.38% among 320,000; AID 2177, 2009; inhibition, % at 5.9 µM; recombinant LYPLA2; Acyl-protein thioesterase 2 (Homo sapiens), O95372;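 active means inhibition above the screen-wide mean plus 3 SD, limit set per campaign, cut at about 26% in these data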;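 further: 0% = LYPLA2 with DMSO and 100% = wells lacking LYPLA2 enzyme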
Target sequence (O95372 whole entry, looked up): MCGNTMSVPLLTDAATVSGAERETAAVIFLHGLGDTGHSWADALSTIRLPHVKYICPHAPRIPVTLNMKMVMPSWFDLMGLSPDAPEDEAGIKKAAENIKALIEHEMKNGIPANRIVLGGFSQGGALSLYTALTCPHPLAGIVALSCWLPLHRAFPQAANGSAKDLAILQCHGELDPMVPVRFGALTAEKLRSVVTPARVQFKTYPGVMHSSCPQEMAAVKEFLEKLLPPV
PME-1 inh – PME-1 inhibitors via competitive probe labeling, primary screen, biochemical, fluorescence polarization, FP-Rh probe, HTS | Protein phosphatase methylesterase 1 (Homo sapiens), Q9Y570 | recombinant PME-1 | inhibition, % at 5.9 µM | hit rate 0.53% among 320,000;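 active means inhibition above the campaign mean of all compounds plus 3 SD, cut at about 26% in these data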;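 further: competitive labeling of PME-1 active site by serine hydrolase directed probe; 0% = PME-1 with DMSO and 100% = wells lacking PME-1 enzyme; inhibitors block probe labeling so polarization falls and inhibition rises; many of its hits are not listed in these tables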
LYPLA1 inh – LYPLA1 inhibitors, primary screen, counter-screen for PME1 inhibitor project, biochemical, fluorescence polarization, FP-Rh probe ABPP. recombinant LYPLA1. Acyl-protein thioesterase 1 (Homo sapiens), O75608. inhibition, % at 5.9 µM. hit rate 0.16% among 320,000;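 active means inhibition above the mean of all tested compounds plus 3 SD, set per campaign, cut at about 14% in these data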;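 further: inhibitors block serine hydrolase probe labeling of LYPLA1 so polarization falls; 0% = enzyme with DMSO and 100% = wells lacking LYPLA1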
pPAFAH FP inh – pPAFAH enzyme inhibitors, primary screen, biochemical, fluorescence polarization, human. recombinant pPAFAH, FP-rhodamine probe fluorescence polarization. inhibition, % at 3.39 µM. hit rate 1.5% among 330,000;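 active means inhibition above the mean inhibition across the screen plus 3 SD, cut at about 25% in these data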;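 further: inhibitors block binding of the rhodamine activity-based probe so polarization drops; 0% = enzyme with DMSO and 100% = wells lacking pPAFAH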
Target sequence (Q13093 whole entry, looked up): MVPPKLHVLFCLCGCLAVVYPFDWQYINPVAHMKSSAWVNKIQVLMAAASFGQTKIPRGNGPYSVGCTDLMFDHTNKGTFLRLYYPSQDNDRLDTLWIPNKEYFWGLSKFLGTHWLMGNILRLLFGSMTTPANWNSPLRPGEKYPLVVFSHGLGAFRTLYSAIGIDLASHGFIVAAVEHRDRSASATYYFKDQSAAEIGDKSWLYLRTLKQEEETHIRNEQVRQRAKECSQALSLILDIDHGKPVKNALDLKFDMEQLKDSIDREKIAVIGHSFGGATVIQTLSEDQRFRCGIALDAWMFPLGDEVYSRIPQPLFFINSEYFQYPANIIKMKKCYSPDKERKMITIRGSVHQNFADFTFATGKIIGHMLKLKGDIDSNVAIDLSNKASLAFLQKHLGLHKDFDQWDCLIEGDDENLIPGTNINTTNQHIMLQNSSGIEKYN
PAD4 FP inh – human PAD4 inhibitors, primary screen, biochemical, fluorescence polarization, 1536-well format; Protein-arginine deiminase type-4 (Homo sapiens), Q9UM07; recombinant PAD4, RCA probe fluorescence polarization; inhibition, % at 6.36 µM; hit rate 0.41% among 330,000; AID 485272, 2010;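 active means percent inhibition above a cutoff equal to the mean of all tested compounds plus 3 SD, cut at about 15% in these data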;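 further: 0% = PAD4 with RCA probe and DMSO and 100% = probe without PAD4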
PAFAH1B2 inh – PAFAH1B2 enzyme inhibitors, primary screen, biochemical, fluorescence polarization, human | recombinant PAFAH1B2, FP-rhodamine activity probe | inhibition, % at 3.39 µM | hit rate 1.2% among 340,000 | AID 492953, 2010;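 active means inhibition above the mean of all tested compounds plus 3 SD, cut at about 24% in these data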;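 further: 0% = enzyme with DMSO and 100% = wells lacking PAFAH1B2; many of its hits are not listed in these tables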
Target sequence (P68402 whole entry, looked up): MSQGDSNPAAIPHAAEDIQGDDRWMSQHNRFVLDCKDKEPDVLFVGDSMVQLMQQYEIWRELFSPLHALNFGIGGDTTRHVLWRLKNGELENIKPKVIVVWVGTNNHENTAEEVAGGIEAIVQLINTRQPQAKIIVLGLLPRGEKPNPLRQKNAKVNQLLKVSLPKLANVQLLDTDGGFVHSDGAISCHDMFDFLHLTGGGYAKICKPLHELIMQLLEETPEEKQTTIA
PAFAH1B3 FP inh – PAFAH1B3 enzyme inhibitors, primary screen, biochemical, fluorescence polarization, human | Platelet-activating factor acetylhydrolase IB subunit alpha1 (Homo sapiens), Q15102 | inhibition, % at 3.39 µM | AID 492972, 2010 | hit rate 0.28% among 340,000 | recombinant PAFAH1B3, FP-rhodamine probe;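 active means inhibition above the screen-wide average of all tested compounds plus 3 SD, cut at about 25% in these data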;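 further: 0% = enzyme with DMSO only and 100% = wells lacking PAFAH1B3 protein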
GSTO1 counter – inhibitors of recombinant GSTO1, primary screen, counter-screen for RBBP9 inhibitor project, biochemical, fluorescence polarization; activity-based probe fluorescence polarization; AID 1974, 2009; inhibition, % at 5.96 µM; hit rate 1.1% among 300,000;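 active means inhibition above the campaign mean inhibition plus 3 SD, cut at about 35% in these data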;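 further: 0% = GSTO1-1 with DMSO and 100% = wells lacking GSTO1-1 enzyme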
PAFAH2 inh – PAFAH2 enzyme inhibitors, primary screen, biochemical, fluorescence polarization, human; recombinant PAFAH2, FP-rhodamine activity probe; inhibition, % at 3.39 µM; hit rate 0.99% among 340,000; AID 492956, 2010;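 active means inhibition above the mean over all tested compounds plus 3 SD, cut at about 30% in these data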;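 further: inhibitors block probe labeling of enzyme so polarization drops; 0% = enzyme with DMSO and 100% = wells lacking PAFAH2 protein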
Starred values were filed as active, the others as inactive; . = not tested or not shown; & = joins results of further samples. An excerpt, so the mix of outcomes need not match the whole.

SMILES	LYPLA2 inh	PME-1 inh	LYPLA1 inh	pPAFAH FP inh	PAD4 FP inh	PAFAH1B2 inh	PAFAH1B3 FP inh	GSTO1 counter	PAFAH2 inh
CCCCn1c(N)c(C(=O)OCC2CCCO2)c2nc3ccccc3nc21 (centres undefined)	-4	5	-2	6	69*	2	15	81*	-5
COC(=O)[C@@]1(Cc2ccc(F)cc2)[C@H]2c3cc(C(=O)N(C)C)[nH]c3C[C@H]2CN1C(=O)c1ccccc1	8	-4	0	3	-1	3	5	5	-11
CCN(CC)C(=O)c1ccc2c(c1)C1C(Cl)C(Sc3ccccc3[N+](=O)[O-])CC1C(C(=O)O)N2 (centres undefined)	2	14	0	68*	-1	33*	26*	52*	53*
CCCCN1C(=O)/C(=C\c2ccco2)C(=O)N(CCc2ccccc2)C1=O	-4	-9	-9	29*	-28	-4	-18	-9	9
OC(c1ccc(F)cc1)(c1ccc(F)cc1)[C@@H]1CCCN1	-1	9	3	-3	-3	6	1	1	3
COc1ccc(N2C(=O)NC(=O)/C(=C/c3ccc4c(c3)Cc3ccccc3-4)C2=O)cc1	-1	0	-2	14	-4	.	.	-1	.
Cn1c(O)c(C(=O)c2ccccc2Cl)c(=O)n(C)c1=O	2	-3	0	4	-2	1	5	-2	3
CCOP(=S)(OCC)Oc1cc(C)oc(=O)c1	6	2	-1	4	3	1	12	4	1
Oc1ccc(/C=N/NP(=S)(c2ccccc2)c2ccccc2)c(O)c1O	-5	28*	-9	41*	1	-3	8	37*	7
COC(=O)C1=C(c2ccc(F)cc2OCc2ccccc2)C[C@@H]2CC[C@H]1N2C(=O)NCc1ccc(C(F)(F)F)cc1	.	.	.	3	2	2	4	.	-10
CCCCCn1c(=O)c(C(=O)Nc2nc3ccccc3[nH]2)c(O)c2ccccc21	-7	-4	-6	0	2	1	4	0	2
CCCCCCCSc1cc(OC)c(CCN(C)C)cc1OC	4	3	3	3	1	5	-5	4	-7
C[C@]12CCC3C(CC[C@H]4C[C@@H](O)CC[C@]34C)C1C[C@@H](N)[C@@H]2O (some centres undefined)	.	.	.	1	-1	3	5	.	-2
C[C@]12CCC(=O)C=C1CC[C@@H]1[C@@H]2CC[C@]2(C)C(=O)CC[C@@H]12	1	-7	-2	-1	-3	-3	-4	2	-12
O=[N+]([O-])c1ccc(N2CCCNCC2)c2ncccc12	4	-3	1	1	2	4	7	7	2
CC(C)CCn1c(=O)c(C(=O)NCc2ccc3c(c2)OCO3)c(O)c2ccccc21	-5	-2	-3	4	-3	2	10	9	-2
CCOCCCNC(=O)CN1C2CCC1CC(O)(c1ccc(OC)cc1)C2 (centres undefined)	-3	-2	-3	3	6	5	6	-2	-2
Nc1c(C(=O)NCc2ccco2)c2nc3ccccc3nc2n1CCN1CCOCC1	2	28*	2	13	1	4	5	-8	7
CCN(C(=O)COC(=O)c1cn(C)c2ccccc12)c1ccc(F)cc1	3	2	-9	2	4	5	0	.	-3
CCOP(=O)(/C=C(\Cl)c1ccccc1)C(O)c1ccc(F)cc1 (centres undefined)	-2	4	-1	7	3	0	8	0	5
COc1cccc(C(=O)C2CN(C)CC2c2ccc(Cl)cc2)c1 (centres undefined)	9	1	6	6	-1	4	9	11	-2
CC1CCN2c3nc4ccccn4c(=O)c3CC3(C(=O)N(C)C(=O)N(C)C3=O)C2C1 (centres undefined)	5	4	1	2	-4	1	-1	1	-8
COc1ccc(C(=O)C2CCCN(Cc3cnc(C)s3)C2)c(OC)c1 (centres undefined)	0	-2	1	-4	-4	10	13	2	-6
COC(=O)C1=C(c2ccc(Cl)c(C(F)(F)F)c2)C[C@@H]2CC[C@H]1N2C(=O)N1CCC(O)(c2ccc(Cl)cc2)CC1	.	.	.	2	6	1	5	.	-1
O=[N+]([O-])c1cc2c(cc1CNCCc1ccc3c(c1)OCO3)OCO2	10	2	-3	4	-2	3	6	6	-3
CC[C@H](C)[C@@H](C(=O)N1CCCC1c1nccs1)N(C)C(=O)[C@H](CC(C)C)N(C)C(=O)[C@H](Cc1ccc(OC)cc1)N(C)C(=O)/C=C(\C)OC (some centres undefined)	.	.	.	7	0	6	6	.	2
CCN(CC)N=O	-4	-4	-4	3	-5	2	12	.	4
C=C(C=O)CC1CC(O)[C@]2(C)OC3C[C@@H]4OC5C[C@]6(C)O[C@]7(C)CCC8OC9C[C@]%10(C)OC(/C(C)=C\CO)C(O)CC%10OC9CC(C)C8OC7CC6O[C@]5(C)C/C=C\C4OC3CC2O1 (some centres undefined)	1	6	1	1	2	8	1	7	4
CCCCn1c(O)c(C(C)=NCc2cc(OC)cc(OC)c2)c(=O)[nH]c1=O	-3	5	3	6	4	-4	6	-1	8
CC(=O)Nc1cc(C(=O)N2CCC3(CC2)OCCO3)ccc1Sc1ccc(F)cc1	2	1	-1	2	-2	2	1	6	10
C=CCn1c(O)c(C(C)=NCCCO)c(=O)[nH]c1=O	3	-1	2	3	-9	4	10	1	-5
COc1ccc(C(=O)CN2CCCCC2)cc1	-4	3	-4	1	-1	9	16	11	6
Cc1ccc(-n2c(C)nc3cc(Cl)ccc3c2=O)nc1	-1	1	-6	-1	2	1	8	0	3
C=CCn1c(O)c(/C(C)=N/NC(=S)Nc2ccccc2)c(=O)[nH]c1=O	-3	-1	-6	9	1	0	1	8	6
Nc1ccc(N=Nc2ccccc2)cc1	0	7	0	2	-2	-1	1	4	5
O=C1CN=C(c2cc([N+](=O)[O-])ccc2Cl)c2cc([N+](=O)[O-])ccc2N1	-8	10	-4	-1	0	3	4	-1	-3
O=C(NCc1ccccc1)c1cccn(Cc2cccc(Cl)c2)c1=O	5	-1	-4	9	3	3	1	0	-2
O=C(c1cc2cc(Br)ccc2[nH]1)N1CCC2(CC1)OCCO2	-2	0	-6	9	-2	-2	4	1	11
C[C@](N)(CCP(=O)(O)O)C(=O)O	5	-3	3	1	-8	2	8	-5	2
CC(C)NC(=O)Cn1cc(C(=O)c2ccccc2F)c2ccccc21	-2	-1	0	0	0	1	-6	3	-9
CN1CCN(/N=C/c2c[nH]c3ccccc23)CC1	5	-8	-2	3	-4	1	0	5	-3
COC(=O)N(c1ccccc1)P(=O)(Oc1ccccc1)Oc1ccccc1	3	6	2	6	8	5	11	6	0
CCCNc1oc(-c2cccc3ccccc23)nc1C#N	-4	3	2	0	2	2	12	-4	-4
O=C1NC(=O)N(Cc2cccs2)C(=O)/C1=C/c1ccc(N2CCOCC2)cc1	-2	0	0	0	-1	-1	-1	19	3
CCOc1ccc2nc(N=Nc3c(O)[nH]c(=S)[nH]c3=O)sc2c1	1	1	-1	6	-8	11	6	7	11
Cc1cccc(C)c1NC(=O)CN(C)CC(=O)Nc1ccc(C#N)c(Cl)c1	-1	1	-5	4	-1	-3	1	-2	3
NC(C(=O)O)c1cc(=O)[nH]o1 (centres undefined)	-3	-1	-1	2	1	4	11	8	1
C(#CCN1CCOCC1)COCC#Cc1ccccc1	3	-4	2	3	-2	-1	3	10	-2
CCN(CC)P(=O)(/C=C(\Cl)c1ccccc1)/C=C(\Cl)c1ccccc1	9	5	0	4	-1	-3	7	-6	8
O=C(C(=O)N1CCOCC1)c1cn(Cc2c(F)cccc2Cl)c2ccccc12	5	6	3	2	2	-3	7	-4	6
c1cncc(CNC2=NCCC2)c1	0	-3	0	1	-7	-4	6	-2	0
CCOP(=O)(Cc1ccccc1)OCC	3	-1	-1	1	0	2	15	2	4
C[C@H]1CCC[C@@H](O)CCC/C=C/c2cc(O)cc(O)c2C(=O)O1	-2	-12	-4	-8	-8	0	1	4	0
Cc1ccc(NC2=NCCCS2)cc1Cl	0	4	-3	8	3	0	1	2	6
COc1cccc(-n2c(/C=C/c3ccc(O)c(O)c3)nc3ccccc3c2=O)c1	-25	20	-21	33*	-2	1	-9	27	7
CCN(CC)CCC(=O)O[C@H]1CC[C@]2(C)C3CC[C@@]4(C)C(CC[C@]4(C)O)C3CC[C@H]2C1 (some centres undefined)	.	.	.	-6	-4	-1	-6	.	-2
O=C(O)C1C2CCC(O2)C1C(=O)Nc1cccc(Br)c1 (centres undefined)	-1	0	0	2	-5	0	2	7	0
CN1[C@H]2CC[C@@H]1C(C(=O)N1CCOCC1)=C(O)C2	-7	-7	1	-4	-8	-1	2	.	-9
CC(=NCCCO)c1c(O)n(Cc2ccccc2)c(=O)[nH]c1=O	15	-1	4	2	7	6	0	2	7
O=C(CN1CCCCC1)c1cccc(Br)c1	0	0	0	3	-1	3	9	3	1

Remaining list, next part
SMILES	LYPLA2 inh	PME-1 inh	LYPLA1 inh	pPAFAH FP inh	PAD4 FP inh	PAFAH1B2 inh	PAFAH1B3 FP inh	GSTO1 counter	PAFAH2 inh
O=C(Nc1ccncc1)c1cccn(Cc2ccccc2)c1=O	1	0	3	2	-2	3	5	-2	-7
CN(C)c1ccc(C=C2C(=O)NC(=O)NC2=O)cc1[N+](=O)[O-]	-5	0	-2	-4	-5	7	14	-3	8
O=C(Nc1ccccc1)N1CC2CC(C1)c1cccc(=O)n1C2 (centres undefined)	-3	5	-5	-1	0	-4	6	3	-11
N#CCCn1cc(C(=O)Nc2ccc(F)cc2)c(-c2ccc([N+](=O)[O-])cc2)n1	-4	1	-5	2	-2	-7	5	12	-5
CC(=O)OC1(c2ccccc2)CCN(C2CCCCC2)CC1C (centres undefined)	2	-2	2	-2	-3	2	-1	7	-3
C#CCOCOCC#CCN(CC)CC	2	1	-1	1	2	1	4	-9	1
Cc1ccc(S(=O)(=O)N(C)c2ccc(C(=O)NCC3(N(C)C)CCCCC3)cc2)cc1	-4	-2	-3	-5	1	0	3	4	-3
C#CCOc1ccc2c(c1)c(C(C)=O)c(C)n2Cc1ccccc1	-12	2	-5	7	1	-4	2	-8	-2
CCN(CC)CCCN=Cc1c(O)n(-c2ccccc2F)c(=O)[nH]c1=O	-1	-1	-5	0	3	1	4	6	-2
CN1CCN(c2nc(N(C)C)oc(=O)c2C#N)CC1	-5	0	-2	-2	-1	4	13	3	0
CCCCCn1c(N)c(C(=O)NCCN2CCOCC2)c2nc3ccccc3nc21	-6	10	2	8	-3	1	1	4	0
O=C1CN=C(c2ccccc2)c2cc([N+](=O)[O-])ccc2N1	.	.	.	7	0	-2	13	.	-1
CC(=O)OCC[N+](C)(C)C	1&1&-3	-4&-2&2	-2&-2&-2	3&-2&2	2&0&-4	1&5&5	8&5&1	5&5&-1	0&-7&-10
Fc1ccccc1CNC1CN2CCC1CC2 (centres undefined)	2	2	1	-1	0	1	1	11	0
C=CCn1c(O)c(C(C)=Nc2ccc(NC(C)=O)cc2)c(=O)[nH]c1=O	3	-3	0	3	0	-2	3	-3	-4
O=C(Nc1ccc(Cl)cc1)OC1CN2CCC1CC2 (centres undefined)	3	-1	2	-1	-2	7	10	5	0

High-throughput results (PubChem BioAssay)
